PI4K2A block – qHTS for small molecular inhibitors of PI4K2A; actives 0.13% (n = 420,000); AID 1346378, 2018; activity change, negative = inhibition, % at 76.9 µM; purified PI4K2A, ADP-Glo luminescence, 1 h; hits give low values; Phosphatidylinositol 4-kinase type 2-alpha (Homo sapiens), Q9BTU6; in the data active = activity change below about -50%; inconclusive = mostly about -30% to -49%;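 note: -100% = wells without enzyme as full effect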
Target sequence (Q9BTU6 whole entry, looked up): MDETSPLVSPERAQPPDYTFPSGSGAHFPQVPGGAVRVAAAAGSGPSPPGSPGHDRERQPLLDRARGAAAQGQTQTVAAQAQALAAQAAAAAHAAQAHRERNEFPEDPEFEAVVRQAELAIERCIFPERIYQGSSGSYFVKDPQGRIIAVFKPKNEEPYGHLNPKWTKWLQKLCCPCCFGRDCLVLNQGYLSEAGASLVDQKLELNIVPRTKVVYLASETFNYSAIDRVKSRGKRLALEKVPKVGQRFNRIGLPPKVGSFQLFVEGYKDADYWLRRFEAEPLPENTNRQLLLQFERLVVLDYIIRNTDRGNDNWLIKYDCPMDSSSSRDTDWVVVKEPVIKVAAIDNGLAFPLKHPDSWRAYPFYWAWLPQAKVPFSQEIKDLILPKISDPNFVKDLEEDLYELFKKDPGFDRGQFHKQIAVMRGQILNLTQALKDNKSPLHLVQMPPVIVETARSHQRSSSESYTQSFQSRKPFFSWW
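PI4K2A activity was measured by ADP-Glo luminescence: enzyme (4 ug/mL stock) and phosphatidylinositol (1.2 mM stock) in Tris pH 7.5/MgCl2/EGTA/Triton X-100 buffer were reacted with ATP (300 microM stock) for one hour at ambient temperature.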
12-LOX inh – Primary qHTS assay for inhibitors of human arachidonate 12S-lipoxygenase (ALOX12): Round 2; Polyunsaturated fatty acid lipoxygenase ALOX12 (Homo sapiens), P18054; purified 12hLO, xylenol orange hydroperoxide absorbance; Potency, µM (doses to about 108 µM), inactives show at the top dose activity change, negative = inhibition, most hits filed as inhibitors; actives 1.1% (n = 580,000); active = well fitted inhibition curve with a large enough effect; inconclusive = small, poorly fitted or top-dose-only effect, or another doubt; inactive = no such curve, though single readings can be large or run the other way; note: potency is the fitted concentration of half-maximal effect
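Hydroperoxide product was detected by ferrous iron/xylenol orange as the 573 to 405 nm absorbance ratio. Arachidonic acid at 40 uM (final) was turned over for 30 min at room temperature by 150 nM human 12hLO, pH 7.0 Hepes buffer, after 15 min compound preincubation.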
* marks the source's active call; other numbers are inactive results; ? = inconclusive; & = joins results of further samples; [ ] = dose if it differs, or a comment. Unless noted, % is set by controls: 0 for no effect and ±100 for the full control effect. Only part of the results is shown (hit frequency here may not be typical).

Values in the order: PI4K2A block, 12-LOX inh
CCc1ccc(C2CC3C(CN2S(=O)(=O)c2ccc(C)cc2)[C@@H](O)C[C@@H](c2ccc(CC)cc2)N3S(=O)(=O)c2ccc(C)cc2)cc1 (some centres undefined)
→ -0.1, -0.6%
COC(=O)C[C@H]1N(S(=O)(=O)c2ccc(C)cc2)C(C(C)C)CC1(C(=O)OC)C(=O)OC (some centres undefined)
→ -1.6, 1.7%
O=C(Nc1c(-c2ccccc2)[nH][nH]c1=O)c1cnccn1
→ -14.2, 21.9%
O=C(C[C@H]1CC[C@H]2[C@@H](COC[C@H](O)CN2C(=O)c2ccccn2)O1)N1CCN(c2ccccc2)CC1
→ 5.0, -4.1%
Cc1ccc([C@H]2C(C(=O)O)=CCN2S(=O)(=O)c2ccc(C)cc2)cc1
→ 1.0, -25.3%
Cc1cccc(C)c1NC(=O)C(c1ccc(C(F)(F)F)cc1)n1c(=O)c(-c2cc3ccccc3[nH]2)nc2ccccc21 (centres undefined)
→ -0.3, 0.1%
COC(=O)[C@@]12C[C@@H](CC(=O)NCCCN3CCCC3=O)C(=O)N(Cc3ccc4c(c3)OCO4)C1=CCC(C)(C)C2
→ 5.4, -4.4%
CC1(C(=O)Nc2ccc3c(c2)OCCO3)CN(S(C)(=O)=O)CC(=O)N1CCCn1ccnc1 (centres undefined)
→ 3.2, -12.9%
O=C(C(=O)N1CCN(C/C=C/c2ccccc2)CC1)c1ccccc1
→ -3.1, -43.5%
CC(C)(C)NC(=O)C(CCc1ccccc1)n1c(=O)c(-c2ccccc2)nc2ccccc21 (centres undefined)
→ 3.1, -1.3%
O=C(NC1CCCCC1)C(c1cc2ccccc2o1)n1c(=O)c(-c2ccco2)nc2ccccc21 (centres undefined)
→ -22.0, ?
COC(=O)C1(C(=O)OC)C[C@H](/C=C/c2ccccc2)N(Cc2ccccc2OC)[C@@H]1c1cccs1
→ 2.4&-0.8, -4.2%&4.5%
COC(=O)[C@]12CCCCC=C1N(CCc1ccc(OC)c(OC)c1)C(=O)[C@H](CC(=O)N1CCN(C(=O)C3CC3)CC1)C2
→ 3.1, -8.1%
N#Cc1cccnc1N1CCN(C(C(=O)NC2CCCC2)c2ccc(F)cc2)CC1 (centres undefined)
→ 0.6, 0.1%
CO[C@@H]1CN(C)C(=O)c2cc(NC(=O)Nc3ccc4c(c3)OCO4)ccc2OC[C@@H](C)N(C)C[C@H]1C
→ -4.4, -18.9%
CCOC(=O)[C@]12CCCC=C1N(CCc1ccc(OC)c(OC)c1)C(=O)[C@H](CC(=O)N1CCCCC1)C2
→ 0.8, 13.1%
CCOc1ccccc1CN1[C@@H](c2ccc(OC)cc2)CC(C(=O)OC)(C(=O)OC)[C@H]1c1ccccc1
→ 1.5, -1.4%
C/C(=C(/OCCOc1ccc(Cl)cc1)c1ccc(Cl)cc1Cl)n1ccnc1
→ 3.3, -0.4%[22.9 µM]
CCC(=O)N[C@H]1CC[C@@H](CCn2cc(C3CC3)nn2)O[C@@H]1CO
→ -1.3, -28.1%
CCCCCNC(=O)C(C1CC1)n1c(=O)c(-c2ccccc2)nc2ccccc21 (centres undefined)
→ -2.5, -1.9%

Two entries from above in a different format.
Cc1ccc([C@H]2C(C(=O)O)=CCN2S(=O)(=O)c2ccc(C)cc2)cc1
  PI4K2A block = 1.0
  12-LOX inh = -25.3%

Cc1cccc(C)c1NC(=O)C(c1ccc(C(F)(F)F)cc1)n1c(=O)c(-c2cc3ccccc3[nH]2)nc2ccccc21 (centres undefined)
  PI4K2A block = -0.3
  12-LOX inh = 0.1%

Additional structures
Values in the order: PI4K2A block, 12-LOX inh
C[C@H]1C[C@H]2[C@@H]3CCC4=CC(=O)C=C[C@]4(C)[C@H]3C(=O)C[C@]2(C)[C@@]1(O)C(=O)CO
→ 1.1, 9.3%
COCCc1ccc(OCC2CO2)cc1 (centres undefined)
→ 2.5, -6.6%[22.9 µM]
COc1ccc(CCC(=O)N2c3ccccc3N=C(c3ccc4c(c3)OCO4)C2C(=O)Nc2ccc(OC)cc2)cc1 (centres undefined)
→ 1.0, -8.7%
COC(=O)C1=CN(c2ccc(F)cc2)C(N)=C(C#N)C1c1ccc(-c2ccccc2)cc1 (centres undefined)
→ -3.7, -2.6%
CO[C@@H]1[C@@H](OC)[C@H](C)[C@@](O)(CC(=O)O)O[C@H]1[C@H](C)[C@H]1O[C@@]2(CC[C@@](C)([C@H]3CC[C@@](C)([C@@H]4O[C@@H]([C@H]5O[C@](C)(O)[C@H](C)C[C@@H]5C)C[C@@H]4OC4C[C@H](OC)[C@@H](OC)[C@H](C)O4)O3)O2)C[C@H](O)[C@H]1C (some centres undefined)
→ -3.9, -2.0%[22.9 µM]
CC1(C(=O)NCc2ccccc2)CN(S(C)(=O)=O)CC(=O)N1CC(F)(F)F (centres undefined)
→ -0.9, -1.1%
COCCCNC(=O)C[C@@H]1C[C@@]2(C(=O)OC)CC(C)(C)CC=C2N(Cc2ccc3c(c2)OCO3)C1=O
→ 6.3, 29.8%
O=C(Nc1ccc(F)cc1)C(c1cccc(F)c1)N1CCN(CC(=O)N2CCCC2)CC1 (centres undefined)
→ 3.4, -15.9%
O=C(C[C@H]1CC[C@@H]2[C@H](COC[C@@H](O)CN2Cc2cccc(F)c2)O1)NCC1CCCCC1
→ -3.6, ?
COC(=O)[C@]12CCCCC=C1N(Cc1ccc3c(c1)OCO3)C(=O)[C@H](CC(=O)NCc1ccc(C)o1)C2
→ 0.9, ?
COCCN1C(=O)CN(S(C)(=O)=O)CC1(C)C(=O)NC(C)C (centres undefined)
→ -1.4, 0.0%
Cc1ccc(S(=O)(=O)N2C3CCCCC3O[C@H]2CC(=O)Oc2ccccc2)cc1 (some centres undefined)
→ 2.5, ?
O=C(NC1CCCCC1)C(CCc1ccccc1)n1c(=O)c(-c2ccccc2)nc2ccccc21 (centres undefined)
→ 0.3, 2.0%
CSCCC(c1nc2ccccc2[nH]1)n1c(-c2ccc(C)cc2)nc2ccccc21 (centres undefined)
→ -1.1, 21.1%
COc1ccc(CNC(=O)C[C@@H]2CC[C@@H](NS(=O)(=O)c3cccc(OC)c3)[C@@H](CO)O2)cc1
→ -0.2, 0.4%
CCOC(=O)N1CCN(C(=O)C[C@@H]2C[C@@]3(C(=O)OC)CC(C)(C)CC=C3N(Cc3ccccc3)C2=O)CC1
→ -8.6, 6.8%
C=CCn1c(C(C)n2c(-c3cnccn3)nc3ccccc32)nc2ccccc21 (centres undefined)
→ -4.5, -10.5%
CN(C)Cc1cn(CC[C@@H]2CC[C@@H](NC(=O)Nc3ccccc3F)[C@@H](CO)O2)nn1
→ -5.5, ?
CCOC(=O)[C@]12CCCC=C1N(CCC1=CCCCC1)C(=O)[C@H](CC(=O)NCCC(C)C)C2
→ 2.4, ?
Cc1cccc(C)c1NC(=O)C(C1CC1)n1c(-c2ccc(-c3ccccc3)cc2)nc2ccccc21 (centres undefined)
→ -5.8, -3.7%

Other compounds follow:
Values in the order: PI4K2A block, 12-LOX inh
Cc1cc2c(cc1C)-c1nnnn1C(N1CCCC1)C(=O)N2 (centres undefined)
→ -1.7, -10.3%
CCC(c1nc2ccccc2[nH]1)n1c(-c2cnccn2)nc2ccccc21 (centres undefined)
→ -2.2, -21.5%
Cc1cccc(C)c1NC(=O)C1(C)CN(S(C)(=O)=O)CC(=O)N1Cc1cccc(F)c1 (centres undefined)
→ 4.0, -0.1%
OC[C@@H](O)[C@H](O)[C@H](O)[C@@H](O)CO
→ -0.5&-1.7, 0.4%&-13.9%[22.9 µM]
C=CCn1nc(C(=O)Nc2ccc(OC)cc2)cc1-c1sc(NC(=O)c2ccccc2)nc1C
→ -2.6, -11.2%
CC(C)CN1C(=O)CSCC1(C)C(=O)NCc1ccccc1 (centres undefined)
→ 7.6, -1.0%
COC(=O)[C@@]12C[C@@H](CC(=O)NCc3ccccc3)C(=O)N(Cc3ccco3)C1=CCC(C)(C)C2
→ 4.8, 1.5%
O=C(C1CCCCC1)N1CC(=O)N2CCCc3ccccc3C2C1 (centres undefined)
→ -2.0, 2.1%[22.9 µM]
O=C(C[C@H]1CC[C@H]2[C@@H](COC[C@@H](O)CN2Cc2cc(F)ccc2F)O1)NCc1ccc(Cl)cc1
→ 5.1, -22.9%
CC(C)OC(=O)CC(=O)CC(O)c1cccc([N+](=O)[O-])c1 (centres undefined)
→ 2.5, ?
Cc1ccc(S(=O)(=O)N2C3CCCCC3O[C@H]2CC(=O)c2cccs2)cc1 (some centres undefined)
→ 5.4, -1.2%
CC1(C(=O)Nc2ccc3c(c2)OCCO3)CN(S(C)(=O)=O)CC(=O)N1CCc1ccc(O)cc1 (centres undefined)
→ -0.1, 2.1%
CCCCNC(=O)c1nc(-c2cccs2)oc1-c1ccc(Cl)cc1
→ -1.3, 1.2%
O=C1Nc2ccccc2-n2nnnc2C1N1CCN(C(=O)c2ccco2)CC1 (centres undefined)
→ -0.4, -16.8%
CCOC(=O)N1CCN(C(=O)C[C@@H]2C[C@@]3(C(=O)OCC)CCCC=C3N(CCC3=CCCCC3)C2=O)CC1
→ -5.7, -27.0%
CCCNC(=O)C[C@H]1CC[C@@H]2[C@H](COC[C@@H](O)CN2C(=O)c2ccccn2)O1
→ 3.8, -5.4%
COC(=O)[C@@]12C[C@@H](CC(=O)NCCCN3CCCC3=O)C(=O)N(Cc3ccccc3)C1=CCC(C)(C)C2
→ 1.9, -2.3%
O=C(NC1CCCCC1)C(c1ccccc1)n1c(=O)c(-c2cc3ccccc3[nH]2)nc2ccccc21 (centres undefined)
→ -0.1, -10.8%
COCC(=O)N[C@H]1C=C[C@@H](CC(=O)NCc2ccccc2OC)O[C@@H]1CO
→ 4.6, -4.8%
COc1ccc(C(=O)C(=O)N2CCN(c3ccc(C)cc3)CC2)cc1OC
→ -0.1, -12.4%
Cc1cccc(C)c1NC(=O)C(c1ccc(C(F)(F)F)cc1)n1c(=O)c(-c2ccco2)nc2ccccc21 (centres undefined)
→ -7.7, 14.1µM*
CCC(C(=O)NC(C)(C)C)n1c(-c2cccc(NC(C)=O)c2)nc2ccccc21 (centres undefined)
→ -9.1, 0.1%

Structures from the list above with a halogen (12):
Values in the order: PI4K2A block, 12-LOX inh
Cc1cccc(C)c1NC(=O)C(c1ccc(C(F)(F)F)cc1)n1c(=O)c(-c2cc3ccccc3[nH]2)nc2ccccc21 (centres undefined)
→ -0.3, 0.1%
N#Cc1cccnc1N1CCN(C(C(=O)NC2CCCC2)c2ccc(F)cc2)CC1 (centres undefined)
→ 0.6, 0.1%
C/C(=C(/OCCOc1ccc(Cl)cc1)c1ccc(Cl)cc1Cl)n1ccnc1
→ 3.3, -0.4%[22.9 µM]
COC(=O)C1=CN(c2ccc(F)cc2)C(N)=C(C#N)C1c1ccc(-c2ccccc2)cc1 (centres undefined)
→ -3.7, -2.6%
CC1(C(=O)NCc2ccccc2)CN(S(C)(=O)=O)CC(=O)N1CC(F)(F)F (centres undefined)
→ -0.9, -1.1%
O=C(Nc1ccc(F)cc1)C(c1cccc(F)c1)N1CCN(CC(=O)N2CCCC2)CC1 (centres undefined)
→ 3.4, -15.9%
O=C(C[C@H]1CC[C@@H]2[C@H](COC[C@@H](O)CN2Cc2cccc(F)c2)O1)NCC1CCCCC1
→ -3.6, ?
CN(C)Cc1cn(CC[C@@H]2CC[C@@H](NC(=O)Nc3ccccc3F)[C@@H](CO)O2)nn1
→ -5.5, ?
Cc1cccc(C)c1NC(=O)C1(C)CN(S(C)(=O)=O)CC(=O)N1Cc1cccc(F)c1 (centres undefined)
→ 4.0, -0.1%
O=C(C[C@H]1CC[C@H]2[C@@H](COC[C@@H](O)CN2Cc2cc(F)ccc2F)O1)NCc1ccc(Cl)cc1
→ 5.1, -22.9%
CCCCNC(=O)c1nc(-c2cccs2)oc1-c1ccc(Cl)cc1
→ -1.3, 1.2%
Cc1cccc(C)c1NC(=O)C(c1ccc(C(F)(F)F)cc1)n1c(=O)c(-c2ccco2)nc2ccccc21 (centres undefined)
→ -7.7, 14.1µM*
